# HT1080 viability – cytotoxicity in HT1080 fibrosarcoma cells, cell-based, fluorescence readout (AID 620) | HT1080 viability, fluorescence; higher % means a stronger effect | one-dose cytotoxicity, % at 10 µM; EC50 in µM for titrated hits | 0.42% of 87,000 active;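 note: cells exposed to compound overnight then 4 h with Alamar Blue; 0% = vehicle DMSO and 100% = killing control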
# Spn MK inh – inhibitors of Streptococcus pneumoniae mevalonate kinase; AID 555; inhibition, % at 10 µM; purified MK, PK/LDH-coupled NADH absorbance 340 nm; 0.48% of 65,000 active;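 active = ranked among the strongest by inhibition in the single 10 µM screen, a fixed top-ranked set picked for dose follow-up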; note: no value below 0 was filed
# KRASV12 cytotoxicity – cytotoxicity in KRAS-transformed pancreatic duct cells, primary screen, cell-based, fluorescence, HTS (AID 431); HPDE-C7K KRASV12 cells, Alamar Blue viability, 48 h; higher % means a stronger effect; 1.7% of 63,000 active; one-dose cytotoxicity, % at 10 µM; EC50 in µM for titrated hits;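 active = compounds whose percent cytotoxicity in the single-dose primary screen, scaled between solvent and toxic-drug controls, exceeds 50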;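 note: 0% = DMSO solvent wells and 100% = doxorubicin-treated wells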
# HPDE-C7 cytotoxicity – HPDE-C7 pancreatic duct cell viability loss – fluorescence, HTS (AID 430) | one-dose cytotoxicity, % at 10 µM; EC50 in µM for titrated hits | 1.8% of 63,000 active | HPDE-C7 pancreatic duct cells viability, fluorescence; higher % means a stronger effect;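 note: cells exposed to compound for 48 hours before viability readout; 0% = vehicle and 100% = reference cytotoxic drug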
# TNAP inhibition – inhibition of tissue-nonspecific alkaline phosphatase – biochemical, luminescent (AID 518). purified TNAP enzyme, luminescent substrate readout; higher % means a stronger effect. 0.09% of 64,000 active. one-dose inhibition, % at 20 µM; IC50 in µM for titrated hits; in the data active = a potency from the dose series; inactive = the rest, 99 in 100 with inhibition below about 22%;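 note: plate controls were vehicle for no effect and reference inhibitor for full effect; many of its hits are not listed in these tables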
# Bfl-1 inhibitors – Bfl-1 inhibitors, primary screen, biochemical, fluorescence polarization, FITC-Bid, mouse (AID 432) | FITC-Bid BH3 peptide fluorescence polarization displacement; higher % means a stronger effect | displacement, % at 20 µM; hits with a dose series show IC50 in µM | 0.02% of 64,000 active; in the data active = a potency from the dose series; inactive = the rest, 99 in 100 with displacement below about 15%; note: strong numbers were not always called active
# LYP phosphatase – inhibition of human PTPN22 tyrosine phosphatase – biochemical, DiFMUP fluorescence, recombinant catalytic domain, 10 µM, primary screen (AID 606); recombinant LYP catalytic domain, DiFMUP fluorescence; higher % means a stronger effect; one-dose inhibition, % at 10 µM; IC50 in µM for titrated hits; 52,000 tested, under 10 active;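 active = IC50 under 40 µM in the dose-response test; inactive = IC50 of 40 µM or more, or never dose-tested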
# Spn PMK inh – blocks S. pneumoniae phosphomevalonate kinase. purified PMK, PK/LDH-coupled NADH absorbance 340 nm. inhibition, % at 10 µM. 0.49% of 65,000 active. AID 539;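 active = top-ranked compounds by inhibition in the single 10 µM screen, taking a fixed number of the strongest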;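 note: 0% = full reaction with DMSO carrier and 100% = background rate without enzyme reaction; no value below 0 was filed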
# Spn DPM-DC inh – S. pneumoniae DPM-DC inhibition | purified DPM-DC, PK/LDH coupled NADH fluorescence | 0.49% of 65,000 active | AID 556 | calls only at 10 µM;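 active = the 320 compounds with the highest percent inhibition in the single-dose primary screen, excluding strongly autofluorescent ones, cut at about 32% in these data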;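 note: kinetic rate of NADH fluorescence loss reporting ADP formed by the decarboxylase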
# Spn PMK inh pilot replicates – second read-out of Spn PMK inh, no call of its own (marks repeat the call); inhibition, %; measured here: pilot screen replicates
# Spn MK inh pilot replicates – also measured in Spn MK inh; calls as there; inhibition, %; measured here: pilot screen replicates
# Spn DPM-DC inh pilot screen % – recorded beside Spn DPM-DC inh, whose call it bears; inhibition, %; measured here: pilot screen trials
# * marks the source's active call; other numbers are inactive results; i = inactive; . = no result given. Cut-off read from the data, not from the text of the source, unless noted: active = cytotoxicity above about 50%; inactive = the rest. Not all compounds are listed; the hit share may differ from the screen's.
# The opening 5 entries (preview)
SMILES,HT1080 viability,Spn MK inh,Spn MK inh pilot replicates,KRASV12 cytotoxicity,HPDE-C7 cytotoxicity,TNAP inhibition,Bfl-1 inhibitors,LYP phosphatase,Spn PMK inh,Spn PMK inh pilot replicates,Spn DPM-DC inh,Spn DPM-DC inh pilot screen %
C/C(CCc1c[nH]c2ccccc12)=N\O,18%,7,.,.,.,6%,-4%,12%,14,.,i,.
Cc1nc2c(c(C)nn2-c2ccccc2)c(C)c1CCC(=O)N1CCC2(CC1)OCCO2,-3%,0,.,-8%,-12%,12%,1%,11%,11,.,i,.
Cc1nc2c(-c3ccccc3)c(C)nn2c(C)c1CCC(=O)N1CCC2(CC1)OCCO2,3%,8,.,2%,-17%,7%,-4%,.,13,.,i,.
CCOC(=O)c1ccc(NC(=O)C2C3C=CC(O3)C2C(=O)O)cc1 (stereo not drawn),2%,0,.,1%,-5%,7%,-1%,11%,3,.,i,.
Cc1ccc(-n2c(O)c(C=NCCN3CCOCC3)c(=O)[nH]c2=O)cc1,29%,17,0.0,11%,-16%,13%,2%,.,5,2.5,i,0.0

# Main list (from the top)
SMILES,HT1080 viability,Spn MK inh,Spn MK inh pilot replicates,KRASV12 cytotoxicity,HPDE-C7 cytotoxicity,TNAP inhibition,Bfl-1 inhibitors,LYP phosphatase,Spn PMK inh,Spn PMK inh pilot replicates,Spn DPM-DC inh,Spn DPM-DC inh pilot screen %
C/C(CCc1c[nH]c2ccccc12)=N\O,18%,7,.,.,.,6%,-4%,12%,14,.,i,.
Cc1nc2c(c(C)nn2-c2ccccc2)c(C)c1CCC(=O)N1CCC2(CC1)OCCO2,-3%,0,.,-8%,-12%,12%,1%,11%,11,.,i,.
Cc1nc2c(-c3ccccc3)c(C)nn2c(C)c1CCC(=O)N1CCC2(CC1)OCCO2,3%,8,.,2%,-17%,7%,-4%,.,13,.,i,.
CCOC(=O)c1ccc(NC(=O)C2C3C=CC(O3)C2C(=O)O)cc1 (stereo not drawn),2%,0,.,1%,-5%,7%,-1%,11%,3,.,i,.
Cc1ccc(-n2c(O)c(C=NCCN3CCOCC3)c(=O)[nH]c2=O)cc1,29%,17,0.0,11%,-16%,13%,2%,.,5,2.5,i,0.0
CC1=C(C(=O)N2CCC3(CC2)OCCO3)C2(CCC(C)CC2)OC1=O (stereo not drawn),3%,5,0.5,-3%,1%,3%,-4%,2%,0,3.0,i,2.5
COc1ccc(CC2c3cc(OC)c(OC)cc3CCN2C)cc1OC (stereo not drawn),-13%,3,.,-9%,4%,5%,-7%,.,0,.,i,.
Cc1ccccc1-n1c(O)c(C=NCCN2CCOCC2)c(=O)[nH]c1=O,-1%,5,0.0,1%,10%,15%,5%,8%,6,0.5,i,0.0
O=C(c1ccncc1)C12CN3CN(CN(C3)C1)C2,13%,4,1.5,9%,16%,10%,-2%,14%,1,3.5,i,0.0
CCC(=O)c1c(O)n(C2CCCCCC2)c(=O)[nH]c1=O,22%,2,.,-18%,-1%,15%,0%,.,1,.,i,.
COc1ccc(CCn2c(O)c(C=NCc3cccnc3)c(=O)[nH]c2=O)cc1OC,5%,8,0.0,-12%,-27%,13%,-2%,6%,11,0.0,i,1.0
CCOc1ccccc1-n1c(O)c(C=Nc2c(C)n(C)n(-c3ccccc3)c2=O)c(=O)[nH]c1=O,5%,6,.,11%,5%,16%,8%,-4%,0,.,i,.
Cc1nc2ccc(Cl)cn2c1P(=S)(N1CCOCC1)N1CCOCC1,3%,9,.,-4%,-4%,6%,-4%,4%,2,.,i,.
CCc1nnc(NC(=O)CCc2nc(C3=CCN(C)CC3)no2)s1,-5%,0,.,1%,-10%,10%,-3%,13%,14,.,i,.
CCOC(=O)N1CCN(C(C)C(=O)c2c[nH]c3ccccc23)CC1 (stereo not drawn),-6%,1,.,-20%,-28%,8%,0%,3%,0,.,i,.
Fc1ccccc1N1CCN(Cc2ccc3c(c2)OCO3)CC1,-3%,34,.,-9%,-8%,8%,2%,9%,8,.,i,.
CCOc1ccc(Cc2c(O)[nH]c(=O)[nH]c2=O)cc1,-5%,0,.,-12%,-16%,13%,5%,11%,10,.,i,.
CC12CCCCC1N(O)CN2O (stereo not drawn),10%,9,.,13%,-2%,11%,0%,13%,4,.,i,.
c1ccc2c(CCNCc3ccc4c(c3)OCO4)c[nH]c2c1,5%,10,.,24%,13%,15%,-11%,17%,10,.,i,.
Cc1ccc(OCC(=O)NCCN2CCN(C(=O)COc3ccc(C)cc3)CC2)cc1,-6%,5,0.5,-7%,-16%,14%,-8%,.,13,2.0,i,2.5

# An excerpt from above, showing only Bfl-1 inhibitors and KRASV12 cytotoxicity.
mol	Bfl-1 inhibitors	KRASV12 cytotoxicity
Cc1nc2c(-c3ccccc3)c(C)nn2c(C)c1CCC(=O)N1CCC2(CC1)OCCO2	-4%	2%
CCOC(=O)c1ccc(NC(=O)C2C3C=CC(O3)C2C(=O)O)cc1 (stereo not drawn)	-1%	1%
C/C(CCc1c[nH]c2ccccc12)=N\O	-4%	.
CCOc1ccc(Cc2c(O)[nH]c(=O)[nH]c2=O)cc1	5%	-12%

# (cont.)
SMILES,HT1080 viability,Spn MK inh,Spn MK inh pilot replicates,KRASV12 cytotoxicity,HPDE-C7 cytotoxicity,TNAP inhibition,Bfl-1 inhibitors,LYP phosphatase,Spn PMK inh,Spn PMK inh pilot replicates,Spn DPM-DC inh,Spn DPM-DC inh pilot screen %
COc1cc(OC)c(OC)cc1CNC(C)C(O)c1ccccc1 (stereo not drawn),0%,10,.,2%,2%,6%,-6%,-7%,13,.,i,.
CCCCc1nc2ccccc2c(=O)n1-c1ccccc1O,3%,0,.,14%,8%,8%,-2%,3%,0,.,i,.
O=C(c1sc2ccccc2c1Cl)N1CCC2(CC1)OCCO2,-5%,2,1.5,-19%,-32%,10%,-5%,.,5,4.5,i,3.0
C=Cn1ccnc1P(=S)(c1cc(N(CC)CC)ns1)c1nccn1C=C,12%,2,.,-7%,-3%,8%,-8%,.,8,.,i,.
CC1CCC(C(=O)NC(C(=O)N2CCC3(CC2)OCCO3)C(C)C)CC1 (stereo not drawn),-3%,2,0.0,-3%,-6%,5%,3%,-4%,11,4.5,i,1.0
O=C1NCN(c2ccccc2)C12CCNCC2,20%,12,.,-22%,-17%,10%,5%,6%,11,.,i,.
COCc1c(CN)cnc(C)c1N,-2%,7,.,-2%,-3%,3%,9%,.,0,.,i,.
OCCOCC#CCN1CCOCC1,3%,4,0.0,2%,-19%,11%,4%,-4%,7,0.0,i,2.0
O=c1[nH]c(O)c(C=NC2CCN(Cc3ccccc3)CC2)c(=O)[nH]1,-4%,24,.,17%,4%,12%,-9%,-4%,0,.,i,.
COc1ccc(-n2c(SC)nc3ccccc3c2=O)cc1,8%,4,.,-5%,7%,2%,1%,5%,13,.,i,.
Cc1ccc(C(=O)C2CN3CCC2CC3)cc1 (stereo not drawn),1%,0,1.5,-4%,2%,16%,3%,3%,9,4.5,i,2.0
COc1ccccc1N1CCN(Cc2ccc(Br)s2)CC1,8%,36,.,19%,-3%,5%,0%,3%,0,.,i,.
Cc1cc(OCC(=O)NC2CCS(=O)(=O)C2)c2c3c(c(=O)oc2c1)CCC3 (stereo not drawn),5%,3,.,-14%,-16%,-3%,-3%,2%,0,.,.,.
CCN1CCN(C(=O)COc2ccc(S(=O)(=O)N(C)Cc3ccccc3)cc2)CC1,2%,9,.,-6%,3%,6%,-4%,13%,5,.,i,.
Cc1ccc(-c2nc3ccccc3c(=O)n2-n2cccc2)cc1,-10%,7,.,1%,-4%,14%,2%,.,12,.,i,.
O=c1[nH]c(=O)n(Cc2ccco2)c(O)c1C=NCc1ccc2c(c1)OCO2,-11%,1,.,-3%,1%,13%,0%,-5%,10,.,i,.
OC12CCCCC1C(c1ccccc1)NCC2 (stereo not drawn),1%,4,.,0%,0%,7%,0%,.,12,.,i,.
CNP1(NC)=NC(C(F)(F)F)=NC(C(F)(F)F)=N1,5%,2,2.0,12%,16%,18%,3%,7%,12,2.5,i,0.0
Cn1c2ccccc2c2c(C(=O)N3CCC4(CC3)OCCO4)cn(C3CCCC3)c(=O)c21,.,16,.,11%,15%,10%,-16%,1%,17,.,.,.
CCOP(=S)(OCC)SCOC(=O)NCC(=O)OC,-5%,8,.,1%,-5%,8%,1%,.,0,.,i,.
COc1cccc(CN2CCN(C(=O)COc3ccc4ccccc4c3)CC2)c1,10%,0,.,32%,32%,1%,-5%,.,10,.,i,.
COc1ccc(CN2CCN(c3ccccc3F)CC2)c(OC)c1,.,43*,1.5*,1%,3%,16%,2%,4%,5,1.5,i,0.0
Cc1ccc2c(c1)[C@@H]1CN(C)CC[C@@H]1N2C(=O)Nc1cccc(C(F)(F)F)c1,7%,13,0.0,1%,0%,7%,0%,-5%,3,0.0,i,0.0
COC(=O)C1C2c3ccccc3OC1(C)N=c1s/c(=C/c3cnn(C)c3C)c(=O)n12 (stereo not drawn),-8%,6,0.0,1%,3%,9%,0%,7%,11,2.5,i,1.0
Cc1occc1C(=O)N1CCC2(CC1)OCCO2,4%,0,.,-5%,0%,5%,2%,.,4,.,i,.
CCCCn1c(O)c(C(CC)=NCCCN(C)C)c(=O)[nH]c1=O,-3%,10,.,-10%,-29%,15%,-8%,-7%,12,.,i,.
CCCN1C2CCCC1CC(NC(C)=O)C2 (stereo not drawn),6%,10,.,-4%,-1%,4%,-4%,2%,6,.,i,.
CC1CN=C(Nc2ccccc2)S1 (stereo not drawn),8%,2,.,14%,7%,5%,1%,0%,3,.,i,.
CCCC1=C(C(=O)OCC)C2(C(=O)Nc3ccc(C)cc32)C(C#N)=C(N)O1 (stereo not drawn),-12%,11,.,-11%,-6%,5%,-6%,-2%,9,.,i,.
O=C(CSc1ccccc1)N1CCC2(CC1)OCCO2,3%,9,.,-3%,1%,2%,-3%,15%,10,.,i,.
COc1cccc(Oc2c(C)oc3cc(OC(=O)N(C)C)ccc3c2=O)c1,1%,13,.,4%,-1%,12%,-2%,11%,0,.,i,.
CN(C)c1ccc(N=Cc2c(O)n(CCC3=CCCCC3)c(=O)[nH]c2=O)cc1,8%,6,.,25%,10%,20%,-75%,-5%,2,.,i,.

# Screening data from PubChem BioAssay.
